# Source: PubChem BioAssay (National Center for Advancing Translational Sciences (NCATS))
# KAT2A inh – blocks human GCN5L2 histone acetyltransferase | GCN5L2 HAT assay, ThioGlo1 CoA-SH fluorescence | Potency, µM (series often up to 58.9 µM), for inactives: top-dose activity change, negative = inhibition, actives largely listed as inhibitors | hit rate 0.21% among 390,000
# Target sequence (Q92830 whole entry, looked up): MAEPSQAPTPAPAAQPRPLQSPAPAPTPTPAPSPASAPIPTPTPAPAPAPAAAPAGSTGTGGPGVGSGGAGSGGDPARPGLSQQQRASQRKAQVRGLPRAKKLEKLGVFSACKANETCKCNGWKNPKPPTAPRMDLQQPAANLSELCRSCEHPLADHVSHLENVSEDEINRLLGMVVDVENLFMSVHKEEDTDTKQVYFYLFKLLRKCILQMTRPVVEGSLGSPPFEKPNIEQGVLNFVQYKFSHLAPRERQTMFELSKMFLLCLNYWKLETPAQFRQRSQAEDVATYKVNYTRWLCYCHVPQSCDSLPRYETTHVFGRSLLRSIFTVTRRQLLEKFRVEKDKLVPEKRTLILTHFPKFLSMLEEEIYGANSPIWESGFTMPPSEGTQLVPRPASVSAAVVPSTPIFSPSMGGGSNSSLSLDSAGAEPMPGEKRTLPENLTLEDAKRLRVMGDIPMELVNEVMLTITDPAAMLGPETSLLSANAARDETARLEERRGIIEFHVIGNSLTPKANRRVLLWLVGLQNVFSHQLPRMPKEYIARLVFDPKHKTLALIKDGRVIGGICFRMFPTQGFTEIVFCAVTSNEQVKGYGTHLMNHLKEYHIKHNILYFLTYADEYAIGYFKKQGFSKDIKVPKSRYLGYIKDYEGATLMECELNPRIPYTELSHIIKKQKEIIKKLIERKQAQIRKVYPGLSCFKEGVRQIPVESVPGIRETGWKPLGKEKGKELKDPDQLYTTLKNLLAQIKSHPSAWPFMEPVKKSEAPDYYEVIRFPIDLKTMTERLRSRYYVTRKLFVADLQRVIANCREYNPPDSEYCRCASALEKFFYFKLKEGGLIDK
#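 ThioGlo1-coupled HAT assay: 20nM GCN5L2, 70uM acetyl-CoA, 75uM H3(1-25) peptide, pH 7.5. Fluorescence read at 340/540nm at start and after 20 min at room temperature.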
# TDP1 cell noCPT – qHTS for Inhibitors of human tyrosyl-DNA phosphodiesterase 1 (TDP1): qHTS in cells in absence of CPT. hit rate 15% among 420,000. AID 686978, 2013. Potency, µM (titrated, usually from 46.2 µM), without a hit: at the highest dose activity change, negative = growth inhibition, most hits filed as inhibitors. DT40 Tdp1-/- hTDP1 cells, no CPT, ATP luminescence, 48 h; further: nearly all actives have a fitted effect of over 55% in size
#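 Growth of hTDP1-complemented DT40 Tdp1-knockout cells is measured by ATP luminescence after at least 48 hr compound exposure at 37 °C, with DMSO substituting for the 20 nM CPT used in the parallel screen.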
# TDP1 block – blocks human tyrosyl-DNA phosphodiesterase 1; recombinant TDP1, AlphaScreen DNA substrate cleavage; Potency, µM (top dose mostly 130 µM), inactives show top-dose activity change, negative = inhibition, actives largely listed as inhibitors; hit rate 0.28% among 350,000; AID 485290; further: nearly all actives have a fitted effect of over 40% in size
#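 AlphaScreen read-out: signal falls as enzyme removes the 3' tyrosine-FITC from a 5'-biotinylated DNA oligo (15 nM, 5 min, RT). Enzyme was E. coli-made recombinant Tdp1 at 1 nM, exposed to compound for 15 min beforehand; beads 10 ug/ml, 10 min.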
# Starred values were filed as active, the others as inactive; ? = inconclusive; / = no result given; & = joins results of further samples; ! = not active in a repeat. The call rests on the fitted dose curve; in most records, active means well fitted curve in the direction sought with a large enough effect; inconclusive means small, poorly fitted or top-dose-only effect, or another doubt; inactive means no such curve, though single readings can be large; an effect the other way counts as inactive or inconclusive. On the % scale 0 is the no-effect control and ±100 the full control effect; potency means the concentration at half of the fitted maximal effect. A portion of the library; the hit share may differ from the screen's.
SMILES,KAT2A inh,TDP1 cell noCPT,TDP1 block
CCOC(=O)Nc1ccc2c(c1)N(C(=O)CNC)c1ccccc1CC2,1.1%,-12.4%,5.3%
Cc1sc(NC(=O)CSc2nc(O)cc(=O)[nH]2)nc1-c1ccccc1,-17.3%,-21.3%,6.1%
O=C(CNC(=O)c1ccc(Cl)cc1Cl)OC1CCCCC1=O (centres undefined),1.2%,12.1%,-8.0%
Cc1c(C(=O)OCCOc2ccccc2)[nH]c2c1C(=O)CC(c1ccc(C(C)(C)C)cc1)C2 (centres undefined),-11.9%,?,7.5%
CCCOc1ccc(C2C(=O)N(C3CCCCCC3)CC(=O)N2CCC)cc1OC (centres undefined),1.7%,?,7.8%
O=C(NCc1ccco1)C1CCN(S(=O)(=O)N2CCC3(CC2)OCCO3)CC1,-1.6%,-9.6%,2.3%
O=C(CSc1nc(-c2ccccc2)nc2ccccc12)Nc1cccc(C(=O)O)c1,-4.0%,?,5.0%
CC1CCCN(C(C(=O)NC2CCCCC2)c2cc3c(cc2[N+](=O)[O-])OCO3)C1 (centres undefined),5.7%,?,2.3%
CCc1ccccc1NC(=O)N[C@H](C(=O)O)C(C)CC (some centres undefined),-0.5%,14.6µM*,0.0%
Cc1ccccc1OCC(=O)Nc1ccc(S(=O)(=O)Nc2onc(C)c2C)cc1,-0.4%,0.4%,12.2%
Cc1cc(C)n2c(=S)[nH]nc2n1,25.1µM*,?,3.1%
COc1c(-c2ccc(O)c(O)c2)oc2cc(O)cc(O)c2c1=O,-13.6%,9.2µM*!,-10.7%
CCN(CC)c1ccc(NC(=O)c2ccc3c(c2)c(C)c(C)n3C)cc1,1.3%,18.4µM*,9.8%
COc1cc(CN2CCN(S(=O)(=O)c3ccc(NC(C)=O)cc3)CC2)cc(OC)c1OC,-6.5%,/,-4.7%
CC1(C)CC(=O)C(C(O)c2ccc([N+](=O)[O-])cc2)C(C)(C)N1 (centres undefined),-0.4%,-21.0%,/
COCCN1C(=O)N[C@@H](c2ccco2)C(C(C)=O)=C1C,0.0%,-5.7%,7.5%&2.7%
CCOC(=O)N1CCN(C(=O)CN2C(=O)COc3ccc(C(C)(C)C)cc32)CC1,-2.7%,-16.8%,1.9%
N#Cc1nc(-c2ccccc2F)oc1NCCc1ccccn1,-0.5%,-19.8%,-4.2%
O=C(CN1CCN(C(=O)c2ccccc2)CC1)NC(=O)NCCC1=CCCCC1,-0.9%,?,1.1%
CCn1ccnc1CN(C)C(=O)CCc1nnc(CCCc2ccccc2)o1,-2.6%,16.8%,/
Cc1ccc(C(=O)C(C)Sc2nnc(N)s2)cc1 (centres undefined),2.0%,-19.5%,3.6%
O=C(O)c1ccccc1-c1ccccc1C(=O)NCc1ccccc1F,-21.0%,4.9%,/
COc1ccc(CNC(=O)C(c2cccs2)N(C(=O)c2csnn2)C2CC2)cc1 (centres undefined),-2.5%,-19.1%,0.0%
COc1cc(/C=N/NC(=O)Cc2ccccc2)cc([N+](=O)[O-])c1O,-10.7%,-0.3%,/
CCOC(=O)c1ccc(N=c2sc(C(=O)OC)cc(=O)n2Cc2ccco2)cc1,-1.9%,20.6µM*,0.0%
O=C(NCCc1ccccc1Cl)C1CCC(=O)N(Cc2ccc(Cl)cc2)C1 (centres undefined),1.3%,?,1.2%
Cn1cccc1C(=O)NC(=O)COC(=O)c1cc(S(=O)(=O)N2CCCCC2)ccc1Cl,-9.9%,-19.6%,2.7%
CC(CC(=O)N1CCN(c2ccccc2)CC1)c1ccccc1 (centres undefined),-3.0%,-24.0%,1.2%
O=C(O)C/C(=C\c1cc(Cl)c2c(c1)OCO2)c1nc2ccccc2s1,-12.0%,10.7%,/
Cc1ccccc1C(=O)Nc1cccc(NC(=O)c2ccc(F)cc2)c1,-5.2%,?,/
COC(=O)c1ccc2c(c1)C(C)(C)C(/C=C/c1ccc(O)cc1)=[N+]2C,-25.9%,2.82µM*,5.6%
CC(=O)N1CN(C2CC(C)(C)NC(C)(C)C2)Cc2c1sc1c2CCCC1,-2.2%,?,0.0%
COc1ccc(CNC(=O)C2CCCN2S(=O)(=O)c2ccc(S(=O)(=O)N(C)C)cc2)cc1 (centres undefined),-1.7%,?,-5.2%
CCOC1OC2C(CO)OC(n3cnc4c(N)ncnc43)C2O1 (centres undefined),5.9%,-16.1%,0.0%
Cc1c(C)c(C)c(S(=O)(=O)n2[nH]c(=O)c(CCO)c2C)c(C)c1C,-7.9%,?,5.5%
CC(C)CC(=O)Nc1ccc2c(c1)oc1ccccc12,-7.9%,?,7.8%
CCNc1ccc(C(=O)OCC(=O)NC(C)c2ccccc2)cc1[N+](=O)[O-] (centres undefined),-0.8%,-28.8%,4.7%
COC(=O)C/C=N/N=C1/NC(=O)/C(=C/C(=O)O)S1,-7.7%,-7.3%,/
Cc1ccc(OCc2nc(C#N)c(NCCCn3ccnc3)o2)cc1,-6.5%,-17.3%,7.3%
Cc1ccc(C)c(OC(=O)c2ccncc2)c1,-3.9%,-5.5%,5.2%
CCCc1nn(C)c(C(=O)Nc2cccc3ccccc23)c1Cl,-3.7%,?,10.3%
C/C(NCc1ccccc1)=C(\C#N)C(=O)NCc1ccccc1,-3.8%,-21.7%,0.0%
CCCC(=O)c1c(NCCO)cc(C)oc1=O,0.4%,2.3%,7.4%
CCc1cccc(C)c1NC(=O)CN1C(=O)c2c(c3ccccc3n2C)C1c1ccc(OC)cc1 (centres undefined),-15.1%,29.1µM*,2.8%
Cc1ccc2oc(=O)c3cnn(CC(=O)N4CCN(c5ccc(F)cc5)CC4)c3c2c1,1.4%,-12.6%,-3.8%
O=C(CSCc1ccc(Cl)cc1Cl)Nc1c[nH]c(=O)[nH]c1=O,-1.7%,-23.5%,-8.2%
CCOC(=O)C1=C(c2ccccc2)NC(=O)NC1c1ccc(OC)c(OC)c1 (centres undefined),-5.2%,-19.4%,-1.2%
Cc1cc(C)c(NC(=O)Cn2ncc3ccccc32)c(C)c1,18.1%,-0.3%,/
Cc1onc(-c2c(F)cccc2Cl)c1C(=O)Nc1cccc(S(=O)(=O)NCc2ccco2)c1,-7.9%,?,6.9%
Cc1cc(-c2csc(NCc3ccccc3)n2)c(C)n1C,-8.6%,-20.3%,6.5%
O=C1NCCN1Cc1ccccc1F,1.6%,1.1%,-13.9%
O=C(CN1C(=O)CCc2cc(S(=O)(=O)N3CCOCC3)ccc21)NCc1ccc(Cl)cc1,-15.6%,-17.4%,-1.2%
O=C(CSc1nnnn1C1CCCC1)NCc1ccccc1,-15.7%,-0.9%,7.7%
CCOCCCNCc1ccc(OCc2ccc(F)cc2)c(OC)c1,-6.6%,?,3.7%
CCOC(=O)N1CCN(C(=O)CN(c2ccc(Cl)c(C(F)(F)F)c2)S(C)(=O)=O)CC1,-3.8%,-25.1%,-3.1%
O=C(NCCn1cc(SCc2ccc(F)cc2)c2ccccc21)c1ccccc1F,-11.7%,16.4µM*,-1.3%
CCC(C(=O)Nc1cc(-c2nc3cccnc3s2)ccc1C)c1ccccc1 (centres undefined),-16.2%,20.6µM*,3.9%
CCOc1ccc(/C=N/Nc2cc(N3CCOCC3)nc(C)n2)c(O)c1,-3.6%,?,3.1%
CC(=O)c1ccc(OCCCC(=O)NCc2nnc3ccccn23)cc1,-7.3%,1.0%,0.3%
Fc1ccc(-c2cn(-c3ccccc3)c3[n+]2CCS3)cc1,0.9%,23.1µM*,/

# The list continues.
SMILES,KAT2A inh,TDP1 cell noCPT,TDP1 block
COCCCNC(=O)CC(NS(=O)(=O)c1ccc(C)cc1)c1ccco1 (centres undefined),?,2.4%,2.0%
CCS(=O)(=O)c1ncc(Cl)c(C(=O)Nc2ccc(S(=O)(=O)N(C)c3ccccc3)cc2)n1,-17.2%&-10.3%,0.651µM*,6.0%&9.8%
CN(C)CCNC(=S)Nc1ccccc1Cl,-2.6%,1.6%,-1.2%
CCC(=O)N1CCc2cc(Br)cc(S(=O)(=O)NCCN3CCCCC3C)c21 (centres undefined),1.1%,0.5%,0.0%
C#CCOCCOCCOCCNc1nc(N2CCN(C(=O)CCCCCCCCCCNC(=O)Cn3cc(CCCCCN)nn3)CC2)nc(N2CCN(C(=O)CCCCCCCCCCNC(=O)[C@H]([C@@H](C)CC)n3cc(CCCCN=C(N)N)nn3)CC2)n1,-14.3%,?,15.3%
Cc1ccc2nc(C(F)OC(F)(F)F)[nH]c2c1 (centres undefined),/,?,-3.1%
CCC1CCc2nc3sc(C(=O)Nc4ccc(F)c(Cl)c4)c(N)c3cc2C1 (centres undefined),-8.0%,?,/
COc1ccc(C2CC(=O)N(Cc3ccc(F)cc3)c3ccccc3S2)cc1OC (centres undefined),-2.5%,/,5.9%
O=C(CN1CCC(c2nc3ccccc3s2)CC1)NCc1cccs1,-1.8%,18.4µM*,9.1%
Cc1ccc(/C=N/NC(=O)C(C)NC(=O)c2ccccc2)cc1 (centres undefined),1.6%,-5.3%,2.5%
O=C(O)c1cc(N2C(=O)CCC2=O)ccc1Cl,-6.4%,-1.0%,6.0%
CCOC(=O)c1c(C)[nH]c(C)c1S(=O)(=O)N(C)CC(=O)Nc1cc(Cl)ccc1C,1.9%,?,0.0%

# 6 entries picked at random from the list so far, as already listed:
SMILES,KAT2A inh,TDP1 cell noCPT,TDP1 block
O=C(NCc1ccco1)C1CCN(S(=O)(=O)N2CCC3(CC2)OCCO3)CC1,-1.6%,-9.6%,2.3%
CC(C)CC(=O)Nc1ccc2c(c1)oc1ccccc12,-7.9%,?,7.8%
O=C(CN1C(=O)CCc2cc(S(=O)(=O)N3CCOCC3)ccc21)NCc1ccc(Cl)cc1,-15.6%,-17.4%,-1.2%
O=C(CSc1nc(-c2ccccc2)nc2ccccc12)Nc1cccc(C(=O)O)c1,-4.0%,?,5.0%
Cc1c(C(=O)OCCOc2ccccc2)[nH]c2c1C(=O)CC(c1ccc(C(C)(C)C)cc1)C2 (centres undefined),-11.9%,?,7.5%
O=C(O)c1cc(N2C(=O)CCC2=O)ccc1Cl,-6.4%,-1.0%,6.0%

# Next part.
SMILES,KAT2A inh,TDP1 cell noCPT,TDP1 block
CCOc1ccc(OCCCCOc2ccccc2C(C)=O)cc1,-4.5%,?,-8.2%
O=C(Nc1ccccc1Cl)c1ccc(Cl)cc1Cl,-16.9%,-23.9%,6.3%
CCN(C(=O)COc1cc(OC)ccc1C(C)=O)C1CCS(=O)(=O)C1 (centres undefined),2.4%,-2.4%,1.1%
Cc1cc(/C=N/Nc2ccc([N+](=O)[O-])cn2)c(C)n1-c1ccccc1,-0.4%,?,5.1%
Cc1ccc(/C([O-])=C(/C(=S)NCCN2CCOCC2)[n+]2ccccc2)cc1[N+](=O)[O-],-3.5%,4.9%,8.2%
CCOc1ccc(C(=S)NC2CCCCC2)cc1OCC,-15.8%,4.61µM*,6.8%
CC(C)OCCCNC(=O)C1CCC(CNS(=O)(=O)c2ccc(Cl)cc2)CC1 (centres undefined),2.2%,-22.2%,2.6%
COc1cc(C(=O)N2CCCCC2)ccc1OCC(=O)Nc1ccc(F)cc1,-3.5%,?,0.9%
Cc1ccc(S(=O)(=O)Nc2ccccc2C(=O)Nc2nc(-c3ccc(F)cc3)cs2)cc1,?,2.59µM*,2.4%
CCC1(c2ccccc2)NC(=O)N(C)C1=O (centres undefined),2.8%&4.5%,1.7%,1.6%
O=C(CSc1nccn1-c1ccc(Cl)cc1)Nc1ccc2c(c1)OCO2,-6.6%,?,-5.9%
N/C(=N\OC(=O)c1ccc(Cl)cc1Cl)c1ccc(Cl)cc1,-4.4%,?,4.4%
CC(=O)N/C(=C\c1ccccc1)C(=O)OCc1cccc(S(=O)(=O)N(C)C)c1,22.2%,?,/
NC(=O)C1CCN(C2CC(=O)N(Cc3ccc(N4CCCC4=O)cc3)C2=O)CC1 (centres undefined),4.5%,?,0.0%
O=C(CSc1ncn[nH]1)N1N=C2/C(=C/c3ccccc3)CCCC2C1c1ccccc1 (centres undefined),-18.4%,?,11.0%
O=C1COc2ccc(C(=O)c3ccccc3C(=O)O)cc2N1,2.0%,4.9%,3.8%
CSc1[nH]c(=O)c(C(=O)O)cc1C#N,-13.0%,-15.1%,0.0%
CCOC(=O)Cn1c(N)c(C(=O)OC)sc1=S,-4.2%,1.2%,6.2%
CCn1c(=O)c2c(nc(SCC(=O)NCC3CCCO3)n2C)n(C)c1=O (centres undefined),-5.2%,-28.7%,-4.2%
Oc1ccccc1/C=N/N1CCCCC1,-2.4%,?,-2.7%
Clc1cccc(CN2CCCCCC2)c1Cl,-2.6%,?,/
CCC(CC)C(=O)Nc1ccc(S(=O)(=O)N2CCC(c3nc4ccccc4s3)CC2)cc1,2.4%,-21.0%,2.9%
CC(C)(O)CC[C@@H](O)[C@](C)(O)C1CC[C@@]2(O)C3=CC(=O)[C@@H]4C[C@@H](O)[C@@H](O)C[C@]4(C)C3CC[C@]12C (some centres undefined),-4.9%,7.8%,0.3%
